Screening results: PubChem, Vanderbilt High Throughput Screening Facility
Cav32 inh – blocks human Cav3.2 T-type calcium channel. O95180. Cav3.2-expressing cells, Fluo-4 calcium fluorescence FDSS; hits give low values. B-score at 10 µM. 100,000 compounds, 4% hits. AID 449739;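 active = single-dose well whose peak fluorescence ratio is a statistical outlier from its plate by either plate-standardised score or position-corrected B-score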
Target sequence (O95180 whole entry, looked up): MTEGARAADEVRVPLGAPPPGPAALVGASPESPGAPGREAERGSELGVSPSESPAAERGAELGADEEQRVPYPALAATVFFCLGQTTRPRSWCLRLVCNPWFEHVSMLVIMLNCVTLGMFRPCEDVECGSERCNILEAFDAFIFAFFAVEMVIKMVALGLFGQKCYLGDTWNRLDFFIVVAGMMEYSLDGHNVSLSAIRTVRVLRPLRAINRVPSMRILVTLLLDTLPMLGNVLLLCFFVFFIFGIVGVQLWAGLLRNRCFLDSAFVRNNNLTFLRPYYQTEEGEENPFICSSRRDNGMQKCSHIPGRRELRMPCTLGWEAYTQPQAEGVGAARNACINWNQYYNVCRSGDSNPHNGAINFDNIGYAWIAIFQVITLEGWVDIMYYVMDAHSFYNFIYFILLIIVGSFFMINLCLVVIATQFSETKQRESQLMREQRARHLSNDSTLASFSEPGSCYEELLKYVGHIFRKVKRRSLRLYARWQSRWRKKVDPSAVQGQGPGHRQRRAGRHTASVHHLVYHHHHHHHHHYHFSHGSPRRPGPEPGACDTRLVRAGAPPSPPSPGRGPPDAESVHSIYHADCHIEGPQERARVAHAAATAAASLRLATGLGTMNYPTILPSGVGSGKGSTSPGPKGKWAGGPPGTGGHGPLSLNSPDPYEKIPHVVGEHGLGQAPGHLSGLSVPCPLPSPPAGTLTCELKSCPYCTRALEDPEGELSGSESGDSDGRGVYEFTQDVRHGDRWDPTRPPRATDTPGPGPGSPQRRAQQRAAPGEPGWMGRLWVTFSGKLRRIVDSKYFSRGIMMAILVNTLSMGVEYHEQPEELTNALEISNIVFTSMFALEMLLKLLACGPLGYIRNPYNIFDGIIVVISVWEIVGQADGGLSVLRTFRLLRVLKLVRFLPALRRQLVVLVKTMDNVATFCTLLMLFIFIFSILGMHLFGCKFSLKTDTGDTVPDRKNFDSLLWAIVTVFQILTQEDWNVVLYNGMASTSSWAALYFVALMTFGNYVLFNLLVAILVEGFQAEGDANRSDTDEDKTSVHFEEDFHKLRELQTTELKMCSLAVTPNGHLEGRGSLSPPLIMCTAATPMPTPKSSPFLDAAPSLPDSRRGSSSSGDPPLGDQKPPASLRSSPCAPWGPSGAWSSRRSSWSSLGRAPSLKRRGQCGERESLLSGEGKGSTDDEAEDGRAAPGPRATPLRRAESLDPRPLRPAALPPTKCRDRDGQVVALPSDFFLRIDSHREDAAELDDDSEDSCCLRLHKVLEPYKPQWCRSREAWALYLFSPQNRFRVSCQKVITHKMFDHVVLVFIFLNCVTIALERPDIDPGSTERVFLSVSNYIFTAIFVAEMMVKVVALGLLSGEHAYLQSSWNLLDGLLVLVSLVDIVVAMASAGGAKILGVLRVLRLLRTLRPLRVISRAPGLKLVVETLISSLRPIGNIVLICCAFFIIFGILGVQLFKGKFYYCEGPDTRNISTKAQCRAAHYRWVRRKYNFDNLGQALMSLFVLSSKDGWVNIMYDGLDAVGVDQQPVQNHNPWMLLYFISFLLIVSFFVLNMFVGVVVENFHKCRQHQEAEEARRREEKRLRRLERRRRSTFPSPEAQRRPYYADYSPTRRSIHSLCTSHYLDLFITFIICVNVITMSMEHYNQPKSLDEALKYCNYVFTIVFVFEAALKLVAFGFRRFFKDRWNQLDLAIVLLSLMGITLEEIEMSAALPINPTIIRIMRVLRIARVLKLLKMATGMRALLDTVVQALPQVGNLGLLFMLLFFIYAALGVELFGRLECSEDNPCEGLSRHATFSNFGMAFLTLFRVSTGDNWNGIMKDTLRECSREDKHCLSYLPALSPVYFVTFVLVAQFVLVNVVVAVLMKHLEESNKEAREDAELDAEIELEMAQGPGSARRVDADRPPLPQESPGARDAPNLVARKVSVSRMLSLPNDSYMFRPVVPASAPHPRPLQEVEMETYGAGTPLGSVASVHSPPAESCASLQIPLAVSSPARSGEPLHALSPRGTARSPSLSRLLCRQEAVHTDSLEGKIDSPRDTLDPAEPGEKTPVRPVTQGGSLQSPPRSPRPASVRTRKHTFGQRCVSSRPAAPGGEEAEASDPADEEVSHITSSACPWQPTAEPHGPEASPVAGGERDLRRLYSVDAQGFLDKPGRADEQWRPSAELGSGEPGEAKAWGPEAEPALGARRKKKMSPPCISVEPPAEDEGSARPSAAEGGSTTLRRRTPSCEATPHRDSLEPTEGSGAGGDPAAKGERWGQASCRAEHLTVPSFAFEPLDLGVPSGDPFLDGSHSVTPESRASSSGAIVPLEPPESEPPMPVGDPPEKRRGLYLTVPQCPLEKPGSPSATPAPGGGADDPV
Numbers without * were called inactive; & = joins results of further samples. Some of the compounds tested, so the mix of outcomes need not match the whole.

Cav32 inh	SMILES
0.0111	Cc1c(NC(=S)/C=C2\N(C)c3ccccc3C2(C)C)c(=O)n(-c2ccccc2)n1C
-2.37	CC(C)CNS(=O)(=O)c1ccccc1C(=O)N1CCCCC1
-2.8	COc1cc(Cl)c(S(=O)(=O)N2CCN(Cc3ccc4c(c3)OCO4)CC2)cc1Cl
0.526	NS(=O)(=O)c1cccc(NC(=O)Cn2cnc3ccccc3c2=O)c1
-0.325	Cc1ccccc1NC(=O)CC1S/C(=N/c2nccs2)N(C)C1=O (stereo not given)
-0.907	O=C(OCC#CCSc1nnc(-c2ccccc2)o1)c1cc2ccccc2o1
0.0153	OCCn1c(CSc2nnc(-c3ccco3)n2-c2ccccc2)nc2ccc(Cl)cc21
-3.04	CCOc1nc(-c2ccc(OC)cc2)ccc1-c1noc(-c2cc(OC)c(OC)c(OC)c2)n1
1.45	Cc1cccc(NC(=O)Cn2cnc3ccccc3c2=O)c1C
0.758	Cc1cc(S(=O)(=O)NCCN(C)C)c(C)s1
0.352	C#CCOCCOCCOCCNc1nc(N2CCN(C(=O)[C@H]([C@@H](C)CC)n3cc([C@@H](N)CC(C)C)nn3)CC2)nc(N2CCN(C(=O)[C@H](Cc3cc4ccccc4[nH]3)n3cc([C@@H](N)C(C)CC)nn3)CC2)n1 (stereo not given in full)
0.531	CC(C)(Oc1ccc(Cl)cc1)C(=O)NCCCn1ccnc1
4.5*	CC1CC(C)(C)N(C(=O)CN2C(=O)c3ccccc3C2=O)c2ccccc21 (stereo not given)
1.56	C=CCNC(=O)c1cccc(Br)c1
-1.39	O=C(CC1CCCCC1)N1CCC(c2nc(-c3ccc(S(=O)(=O)N4CCCC4)cc3)no2)CC1
0.444	O=C(COc1ccc(S(=O)(=O)N2CCCC2)cc1Cl)Nc1ccc2c(c1)OCO2
-0.182	N=c1ccn(Cc2ccc(Cl)cc2Cl)cc1
-4.53*	O=C(CSc1nnc(-c2ccccc2)c(-c2ccccc2)n1)N1CCc2ccccc21
-0.493	CC(=O)c1ccc(NC(=O)CCC(=O)OCC(F)(F)C(F)F)cc1
-1.85	Cc1cccc(-c2n[nH]c(=S)n2Cc2ccccc2)c1
-0.739	O=C(NCc1cc(C(F)(F)F)cc(C(F)(F)F)c1)C1CC(c2ccccc2F)=NO1 (stereo not given)
-0.96	COc1ccc(-c2noc(CN(C(=O)c3cccs3)C(C)C)n2)cc1
0.634	COC(=O)Cc1c(C)c2cc(Cl)c(OC(=O)c3ccco3)cc2oc1=O
0.074	CC(=O)Nc1ccc(C(=O)CSc2nnc(Cc3ccccc3)o2)cc1
0.426	Cc1ccnc(NS(=O)(=O)c2ccc(NS(=O)(=O)c3cccs3)cc2)n1
0.091	Cc1cc(CCC(=O)O)c(C)cc1CCC(=O)O
-1.21	COC(=O)c1[nH]c2cccc(OC)c2c1NC(=O)CN1CC2(C)CC1CC(C)(C)C2 (stereo not given)
0.819	COc1ccc(/C=C\C(=O)c2c(O)ccc3c(C)cc(=O)oc23)cc1
-0.145	CC1(C)S[C@@H]2C(C(=O)OCc3ccccc3)NC(=O)N2C1C(=O)OCc1ccccc1 (stereo not given in full)
-0.183	CCSC(=O)CCCCCCCCCCCO
-0.336	COc1ccc(C(O)CNc2ccc(C)cc2)cc1 (stereo not given)
0.188	NCCc1nnc(SCc2ccc(F)cc2)o1
-4.61*	COc1ccc(C2c3c(ccc4ccccc34)Oc3ncn4nc(CO/N=C/c5ccccc5)nc4c32)cc1 (stereo not given)
-1.23	COc1ccc(C(=O)C(OC(=O)c2ccc(C)c(NC(C)=O)c2)c2ccccc2)cc1 (stereo not given)
-4.98	CCCN(CCC)C(=O)c1cc(-c2ccc3c(c2)OCO3)nc2ccccc12
0.327	Cc1cc(NC(=O)Cc2cn3ccsc3n2)n(-c2ccccc2)n1
1.71	CCc1nnc(NC(=O)CCN2C(=O)c3ccccc3S2(=O)=O)s1
-4.4*	Cc1ccc2nc(-c3cccnc3SCC(=O)N3c4ccccc4CC3C)[nH]c2c1 (stereo not given)
-4.72*	CCOc1ccccc1NC(=O)c1ccccc1-c1nc(-c2ccccc2OC)no1
-0.22	CN1CCC(N(C)C(=O)COc2ccccc2-c2ccccc2)CC1
0.315	CC(C)(C)N1C(=O)c2ccc(C(=O)NCc3ccco3)cc2C1=O
-0.379	CCC1=C(OC(=O)N(CC)CC)N2C(=O)OC(=NCc3ccccc3)[C@]2(C)[C@H]2C1=CC[C@H]1C(=O)N(CC)C(=O)[C@H]12
0.168	CN(C)c1nc(N)nc(CSc2nnnn2-c2cccc3ccccc23)n1
-1.18	CC1Cc2ccccc2N1C(=O)COC(=O)Cn1cnc2ccccc2c1=O (stereo not given)
0.057	CCCSc1nnc2n(C)c(=O)c3c4c(sc3n12)CCC4
-1.9	CCn1c(CNC(=O)COc2ccc(C(C)C)cc2)nnc1SCC(=O)Nc1ccccc1F
-0.214	C/C=C/Cn1c(SCc2ccc(C)cc2)nc2c1c(=O)[nH]c(=O)n2C
0.885	COc1cccc(NC(=O)CSc2nnc(C)s2)c1
-2.44	Cn1c(=O)c2c(nc(CN3CCN(c4cccc(Cl)c4)CC3)n2CCc2ccccc2)n(C)c1=O
-2.21	CCOC(=O)c1c(NC(=O)c2cc(CC(C)C)on2)sc(C(C)=O)c1C
0.0197	O=c1ccc(Cl)cn1Cc1ccccc1F
0.265	CCOC(=O)c1c(OCC)[nH]c2c1cc(O)c1ccccc12
-0.703	CCOC(=O)c1ccccc1NC(=O)/C(C)=C/C(=O)O
-0.733	CC1=C(n2ccnc2)CCC1=O
0.203	COC(=O)c1cc(OC)c(OC)cc1NC(=O)c1ccccc1
-3.9	Cc1cc(C)c(C)c(S(=O)(=O)Nc2ccc(O)cc2)c1C
0.269	Cc1ccc(C(=O)N/C(=C\c2cccs2)C(=O)NCc2ccncc2)cc1
-3.95*	COc1ccc(OC)c(NC(=O)CCN2CCC(C)CC2)c1
0.119	COc1ccc(C(=O)c2c[nH]c(C(=O)NCC3CCCO3)c2)cc1 (stereo not given)
0.0818	CCOC(CNC(=O)c1ccc2nc(N3CCC(C)CC3)sc2c1)OCC

New compounds follow
Cav32 inh	SMILES
0.0478	COc1cc(CCCN2C(N)=NC[C@@H]2Cc2ccc(O)cc2)cc(OC)c1OC
-2.81	CSc1ccccc1C(=O)Nc1cccc(C(C)O)c1 (stereo not given)
0.257	COc1ccc(-c2nnn(CC(=O)c3ccccc3)n2)cc1OC
-3.51	COc1ccc(CNC(=O)CN(Cc2ccccc2)S(=O)(=O)c2ccc(Cl)cc2)cc1
1.3&-0.0928	CC(=O)/C=C(/C)NC(Cc1c[nH]c2ccccc12)C(=O)O (stereo not given)
0.132	COc1ccc(NC(=O)c2ccc(CNS(=O)(=O)c3cccc(OC)c3)cc2)cc1
-0.484	COc1ccc(OC)c(N2C(=O)CC(Cc3ccc(Cl)cc3)C2=O)c1 (stereo not given)
0.365	COc1ccccc1N(CN1CCCC1=O)C(=O)c1c(F)cccc1F
0.0876	Cn1nc(C(=O)NCc2ccccn2)c2ccccc2c1=O
0.0563	Nc1nnnn1N=C1CCCCC1
-3.45	CCCCC(CC)CNC(=O)c1ccc2c(c1)OCO2 (stereo not given)
1.24	Cc1ccc(-c2ccc(/C=N/n3cnnc3)o2)cc1Cl
-2.19	COc1cc(C2C(C#N)=C(C)NC3=C2C(=O)c2ccccc23)cc(OC)c1OC (stereo not given)
1.92	CC(O)CNc1nc2c(c(=O)n(C)c(=O)n2C)n1Cc1cccc(Br)c1 (stereo not given)
-1.52	Cc1ncsc1CCOC(=O)C12CC3CC(CC(C3)C1)C2
1.34	CCOC(=O)N1CCC(Nc2c(-c3ccc(C)cc3)c(=O)c2=O)CC1
-0.0657	Cc1ccc(S(=O)(=O)N2CCCN(S(=O)(=O)c3ccc(C)cc3)CC2)cc1
-0.357	CCn1c(=O)cc(OCC(=O)Nc2ccccc2C#N)c2ccccc21
0.234	O=C(CSc1nc2ccccc2[nH]1)N1CCN(c2ccccc2)CC1
0.0642	CCOC(=O)c1cc(-c2ccc(/C=C3/C(=O)NC(=O)C(C#N)=C3C)o2)ccc1Cl
0.228	CCOC(=O)N1CCC(NC(=O)C2CCCN2C(=O)OCc2ccccc2)CC1 (stereo not given)
-0.0614	COc1ccc2oc(=O)c(C(=O)NCC3CCCO3)cc2c1 (stereo not given)
-0.469	COc1cccc2sc(NC(=O)c3ccc(Br)s3)nc12
0.346	COc1cccc(C(=O)CSc2nnc(-c3ccco3)n2CC2CCCO2)c1 (stereo not given)
-0.00756	CCCCNc1c(C(=O)OCC)c(=O)[nH]c2ccccc12
-0.518	CC(C)C1=CC(=NS(=O)(=O)c2cccc([N+](=O)[O-])c2)C=C(C(C)C)C1=O
-1.74	O=C(Nc1ccc2c(c1)OCO2)C1Cc2ccccc2CN1S(=O)(=O)c1cccs1 (stereo not given)
0.658	O=C(CCCCn1c(=O)c2ccccc2n(CC(=O)Nc2ccc(F)cc2)c1=O)NCc1ccco1
0.965	O=c1cc(C(F)(F)C(F)F)oc2ccccc12
0.899	O=C(Cc1ccccc1)Nc1ccc(NC(=O)C2CC2)nc1
-0.112	CC(=O)C(C(C)=O)C(NC(=O)c1cccnc1)(C(F)(F)F)C(F)(F)F
0.511	Cc1ccc(C(=O)COC(=O)c2cc(Cl)nc3ccccc23)cc1
0.422	Cc1cc(C(F)F)nn1CC(=O)NCc1ccccc1F
0.744	CSCCC1C(C#N)=C(N)Oc2n[nH]c(-c3cccs3)c21 (stereo not given)
0.309	c1ccc2c(c1)Cc1cc(CN3CCOCC3)ccc1-2
0.328	CNC(=O)CN(C1CCCCC1)S(=O)(=O)c1ccc(OC)c(Cl)c1
0.0432	Cc1cccc(C(=O)Nc2ccccc2-c2nnn(CC(=O)Nc3ccc4c(c3)OCCO4)n2)c1
1.41	C=CCn1c(=O)c2ccccc2n2c(SCc3nc(N)nc(Nc4ccccc4C)n3)nnc12
0.467	Cc1cc(C)c2c3c(sc2n1)C(=O)N(Cc1ccccc1)CC(=O)N3
-1.27	Nc1nc(SCC(=O)C23CC4CC(CC(C4)C2)C3)n[nH]1
-1.84	Cc1ccc(-n2nnnc2SCC(=O)N2CCc3ccccc3C2)c(C)c1
-1.11	COc1cccc(C2NC(=O)c3sc(=S)n(-c4ccccc4)c3N2)c1 (stereo not given)
0.907	CC(C)=CCc1c(-c2ccc(O)cc2O)oc2cc3c(c(O)c2c1=O)C=CC(C)(C)O3
0.763	CC(C)CCN=Cc1c(O)n(-c2ccccc2)c(=O)c2ccccc12
-1.15	CCn1c2ccccc2c2cc(NC(=O)c3ccco3)ccc21
0.928	Cc1cc(NC(=O)CSc2nnc(-c3cccs3)n2N)no1
-0.296	CNC(=O)c1ccsc1NC(=O)c1ccc(S(=O)(=O)N2CCc3ccccc32)cc1
-2.49	COc1ccc2[nH]cc(C(=O)CN3CCN(C/C=C/c4ccccc4)CC3)c2c1
-0.0861	CCc1ccc(NC(=O)CSc2nc3cc(C(=O)OC)ccc3c(=O)n2Cc2ccco2)cc1
1.43	COc1nc(OC)nc(N2CCC(C(=O)NCc3ccc(F)cc3)CC2)n1
-0.642	O=C(NCCCN1CCCCC1)c1ccc2c(c1)NC(=O)C(N1CCCCC1)S2 (stereo not given)
0.792	COCCn1c(C)cc(C(=O)CSc2nnc(C)s2)c1C
-2.24	COc1ccc(Sc2nnc(Cc3ccccc3)c3ccccc23)cc1
0.665	N#Cc1ccc(C(=O)NCC(c2ccco2)N2CCCCC2)cc1 (stereo not given)
0.351	CCN1CCN(C(c2cc(OC)c(OC)c(OC)c2)c2nnnn2C(C)C)CC1 (stereo not given)
-0.361	COC1(OC)N=C(N)C2(C#N)C(c3ccc(C)cc3)C12C#N (stereo not given)
-2.89	O=c1[nH]cnc2c1C1(CCCC1)Cc1ccccc1-2
0.332	CN(C)C(=O)Cn1c(SCC(=O)NC2CCCCC2)nc2ccccc21
-0.0226	CCOC(=O)C1=C(C)NC(SC(C)=O)=NC1c1ccc(OC(C)=O)c(OC)c1 (stereo not given)
0.428	COc1cccc(NC(=O)CSc2ccccn2)c1

Continuation:
Cav32 inh	SMILES
-1.67	COc1ccc(C(=O)n2c(-c3ccco3)nc3ccccc32)cc1
0.797	O=C(O)CC(SCc1ccc(C(=O)O)o1)C(=O)O (stereo not given)
0.199	O=C(NCc1ccccc1F)c1cccs1
-1.25	CCc1nnc(NC(=O)CCC(=O)NCC2CCCO2)s1 (stereo not given)
-2.07	COc1ccccc1N1CCN(Cc2cc(Br)c(O)c3ncccc23)CC1
-0.0258	COc1ccc(OC)c(S(=O)(=O)n2nc(C)cc2C)c1
0.53	O=C(CSc1nnc(CNC(=O)c2c(F)cccc2Cl)o1)NCc1ccc2c(c1)OCO2

Entries listed so far that contain a thiophene ring, fused or not (13):
Cav32 inh	SMILES
0.758	Cc1cc(S(=O)(=O)NCCN(C)C)c(C)s1
-0.96	COc1ccc(-c2noc(CN(C(=O)c3cccs3)C(C)C)n2)cc1
0.426	Cc1ccnc(NS(=O)(=O)c2ccc(NS(=O)(=O)c3cccs3)cc2)n1
0.057	CCCSc1nnc2n(C)c(=O)c3c4c(sc3n12)CCC4
-2.21	CCOC(=O)c1c(NC(=O)c2cc(CC(C)C)on2)sc(C(C)=O)c1C
0.269	Cc1ccc(C(=O)N/C(=C\c2cccs2)C(=O)NCc2ccncc2)cc1
-0.469	COc1cccc2sc(NC(=O)c3ccc(Br)s3)nc12
-1.74	O=C(Nc1ccc2c(c1)OCO2)C1Cc2ccccc2CN1S(=O)(=O)c1cccs1 (stereo not given)
0.744	CSCCC1C(C#N)=C(N)Oc2n[nH]c(-c3cccs3)c21 (stereo not given)
0.467	Cc1cc(C)c2c3c(sc2n1)C(=O)N(Cc1ccccc1)CC(=O)N3
0.928	Cc1cc(NC(=O)CSc2nnc(-c3cccs3)n2N)no1
-0.296	CNC(=O)c1ccsc1NC(=O)c1ccc(S(=O)(=O)N2CCc3ccccc32)cc1
0.199	O=C(NCc1ccccc1F)c1cccs1
